From PubChem BioAssay
HePTP_inh = inhibitors of human HePTP phosphatase, primary screen, biochemical, absorbance, leukemia target. recombinant HePTP phosphatase activity, OD absorbance. 0.64% of 110,000 active. inhibition, % at 20 µM; in the data active = inhibition above about 50%;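 note: plate controls were vehicle for no effect and reference inhibitor for full effect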
Target sequence (P35236 whole entry, looked up): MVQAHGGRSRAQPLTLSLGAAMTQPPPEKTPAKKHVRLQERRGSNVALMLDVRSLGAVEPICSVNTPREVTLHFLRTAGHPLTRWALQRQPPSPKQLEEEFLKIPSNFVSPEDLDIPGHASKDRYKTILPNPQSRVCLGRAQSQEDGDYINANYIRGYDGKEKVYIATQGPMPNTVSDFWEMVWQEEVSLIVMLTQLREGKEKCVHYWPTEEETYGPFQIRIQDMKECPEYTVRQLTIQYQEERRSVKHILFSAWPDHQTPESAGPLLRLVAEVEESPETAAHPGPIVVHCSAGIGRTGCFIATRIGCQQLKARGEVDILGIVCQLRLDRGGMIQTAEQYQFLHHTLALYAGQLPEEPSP
BAP1_block = inhibitors of BAP1 deubiquitinase, primary screen, biochemical, Ub-AMC fluorescence, kinetic | Ubiquitin carboxyl-terminal hydrolase BAP1 (Homo sapiens), Q92560 | recombinant BAP1, Ub-AMC hydrolysis fluorescence kinetic; active compounds read low | activity remaining (% of control), % at 20 µM | 0.48% of 72,000 active | AID 436, 2006;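 active = activity remaining at or below 50% of control, provided the compound also passes the data quality filters; inactive = the rest, including low values that fail the filters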;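 note: 100% = DMSO wells rate and 0% = substrate alone blank rate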
* marks the source's active call; other numbers are inactive results; & = joins results of further samples. A portion of the library (hit frequency here may not be typical).

SMILES HePTP_inh BAP1_block
CC[C@@H]1C(=O)OC[C@@H]1Cc1cncn1C -2 83&120&89&102
CC12CC3CC(C)(C1)CC(N)(C3)C2 -2 100
